Screening results: PubChem BioAssay, several laboratories
Dengue-2 NS5 capping – Dengue-2 NS5 methyltransferase inhibitors, primary screen, biochemical, confirmation dose response (AID 588689); actives 0.3% (n = 340,000); one-dose inhibition, % at 25 µM; IC50 in µM for titrated hits; Dengue-2 NS5 methyltransferase capping enzyme assay, biochemical; higher % means a stronger effect; in the data active = a potency from the dose series; inconclusive = inhibition above about 29% without an active follow-up result
Large T inhibition – SV40 large T antigen inhibitors, biochemical (AID 1903); one-dose inhibition, % at 20 µM; IC50 in µM for titrated hits; SV40 large T antigen ATPase/helicase inhibition assay; higher % means a stronger effect; actives 0.39% (n = 310,000); in the data active = a potency from the dose series; inconclusive = inhibition mostly from about 32% at the one dose, without a potency; inactive = the rest, 99 in 100 with inhibition below about 32%; also: strong numbers were not always called active
K1F lysis inhibition – protection from phage-mediated lysis, alamar blue read-out – E. coli UTI89, K1F phage, bacterial capsule biogenesis inhibitors (AID 488966). E. coli UTI89 K1F phage lysis, alamar blue, 2 h; higher % means a stronger effect. actives 0.02% (n = 340,000). inhibition, % at 100 µM, or IC50 in µM where a hit was titrated;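 active = phage lysis inhibition, versus mean bacterial control, above a set limit; inconclusive = no clear call, values can overlap the other calls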;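 also: capsule biogenesis inhibitors block K1F phage lysis so surviving cells raise fluorescence; higher fluorescence means more inhibition of phage lysis; actives were called in the ten point dose series up to 300 µM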
NTR1 ag – agonists of NTR1, primary screen, imaging, U2OS cells, beta-arrestin-GFP, high content (AID 493036). NTR1-U2OS beta-arrestin-GFP spot imaging, agonist mode. activation, % at 20 µM. P30989. actives 0.17% (n = 330,000);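 active = activation at or above 40% of the spot to cytoplasm intensity ratio, with at least 20 cells analyzed; inconclusive = wells under 20 cells, flagged as cytotoxic or low count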;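 also: 0% = DMSO without peptide and 100% = 100 nM NTR1 peptide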
Target sequence (P30989 whole entry, looked up): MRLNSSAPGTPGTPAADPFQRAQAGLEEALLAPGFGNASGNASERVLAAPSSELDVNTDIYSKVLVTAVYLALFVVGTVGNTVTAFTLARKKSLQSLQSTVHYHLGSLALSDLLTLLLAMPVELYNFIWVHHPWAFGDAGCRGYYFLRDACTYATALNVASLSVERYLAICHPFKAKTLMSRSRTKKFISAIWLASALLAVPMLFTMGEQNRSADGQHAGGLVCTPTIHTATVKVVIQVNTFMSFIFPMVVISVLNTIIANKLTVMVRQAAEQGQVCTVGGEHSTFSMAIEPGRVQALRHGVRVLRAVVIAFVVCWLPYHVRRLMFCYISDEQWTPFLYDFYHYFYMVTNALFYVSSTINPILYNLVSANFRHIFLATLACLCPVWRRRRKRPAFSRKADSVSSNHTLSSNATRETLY
West Nile antiviral – West Nile virus antiviral activity, cell-based, CPE readout (AID 1621); West Nile virus-infected cells, CPE inhibition; higher % means a stronger effect; one-dose CPE inhibition, % at 10 µM; IC50 in µM for titrated hits; actives 0.02% (n = 290,000); in the data active = a potency from the dose series; inconclusive = CPE inhibition mostly from about 3.7% at the one dose, without a potency; inactive = the rest, 99 in 100 with CPE inhibition below about 2.2%; also: strong numbers were not always called active
PhoP inhibition – PhoP-dependent GFP reporter repression – Salmonella Typhimurium, primary screen (AID 1863) | inhibition, % at 50 µM, or IC50 in µM where a hit was titrated | S. Typhimurium PhoP-regulated promoter GFP reporter, 4 h; higher % means a stronger effect | actives 0.16% (n = 300,000);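 active = inhibition over 29.93%, a cutoff 3 SD above the screen mean, later confirmed by dose response; inconclusive = inhibition over 29.93% but no dose response follow-up; inactive = inhibition at most 29.93% or unconfirmed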;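 also: 0% = low Mg2+ inducing control and 100% = high Mg2+ repressing control; strong numbers were not always called active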
Rac1 GTP hydrolysis – MgcRacGAP GTPase-activating activity inhibitors, confirmation, biochemical, ADP Hunter fluorescence. MgcRacGAP-stimulated Rac1 GTP hydrolysis, ADP Hunter fluorescence; higher % means a stronger effect; GST-tagged Rac1 F28L mutant substrate. inhibition, % at 30 µM, or IC50 in µM where a hit was titrated. actives 0.6% (n = 340,000);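 active = first-screen hits whose inhibition reached a set limit at any dose in the follow-up dose series; inconclusive = inhibition above the set first-screen limit but never retested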;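 also: fluorescence reports GDP produced by GAP-driven GTP hydrolysis; strong numbers were not always called active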
RSV antiviral HEp-2 – RSV antiviral activity via CPE protection, HEp-2 cells, primary 10 µM value included (AID 2391). actives 0.13% (n = 310,000). one-dose CPE inhibition, % at 10 µM; IC50 in µM for titrated hits. HEp-2 cells, RSV-induced CPE inhibition; higher % means a stronger effect; in the data active = a potency from the dose series; inconclusive = CPE inhibition mostly from about 23% at the one dose, without a potency; inactive = the rest, 99 in 100 with CPE inhibition below about 21%; also: strong numbers were not always called active
T cell HTS – T cell immune modulators affecting CD8 T cell-vesicle binding; 2C CD8+ T cell-vesicle binding, flow cytometry; hits give low values; actives 0.068% (n = 330,000); AID 2052; calls only at 7 µM;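 active = response, share of CD8 T cells binding vesicles, and their 90th percentile fluorescence all below set limits, cut at about 80% in these data, passing the limit was not always enough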
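Incubation: binding step 1.5 h, 37 °C, antibody labelling 20 min, ice; system: murine 2C transgenic CD8+ T lymphocytes; technique: cytometric PE anti-B7-1 and Alexa647 anti-CD8 signals after 1% paraformaldehyde fixation; also added: QL9-charged Drosophila Ld/ICAM-1/B7-1 vesicles; control set: naked versus QL9-loaded vesicles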
T cell HTS vesicle-bound % – further read-out of T cell HTS, marked with its call; double positive events, %; measured here: CD8+ vesicle-bound cell fraction;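 binding gate set so that unloaded-vesicle control wells show 10% double positive cells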
NTR1 ag cell count 20 µM – further read-out of NTR1 ag, marked with its call; cell count; measured here: cell count, cytotoxicity flag
Dengue-2 NS5 capping pilot replicate – further read-out of Dengue-2 NS5 capping, marked with its call; inhibition, %; measured here: pilot screen replicate inhibition
An asterisk follows results filed as active; i = inactive; ? = inconclusive; . = not tested or not shown; [ ] = remark or other dose. No enrichment for hits; 1.5% or so of the library scored in one or more.

The opening 6 compounds, to show the layout:
SMILES | Dengue-2 NS5 capping | Large T inhibition | K1F lysis inhibition | NTR1 ag | NTR1 ag cell count 20 µM | West Nile antiviral | PhoP inhibition | Rac1 GTP hydrolysis | RSV antiviral HEp-2 | T cell HTS | T cell HTS vesicle-bound % | others
Cn1cc(Br)c(C(=O)Nc2c(F)c(F)c(F)c(F)c2F)n1 | 5% | 3% | 8.7% | 0.5 | 51 | 0.9% | -8% | 3% | 0.6% | i | 46
Cc1cc(C)c(OCC(=O)N/N=C/c2ccco2)c(C)c1 | -2% | 17% | 0.7% | -1.0 | 71 | 0.9% | -7% | -2% | 3.0% | i | 44
CCN(C)Cc1c(C(=O)N2CCc3ccccc3C2)nc2ccc(Cl)cn12 | 4% | 2% | 0.0% | -0.3 | 85 | -0.7% | 12% | 13% | 1.5% | i | 51
Cc1nn(C)c(C)c1NC(=O)c1ccccc1NC(=O)Nc1ccccc1 | -9% | 12% | -1.0% | 0.2 | 39 | -0.1% | -7% | -1% | 0.6% | i | 23
CN(C)S(=O)(=O)N1CCC(Oc2cccc(C(=O)NC3CCCCCC3)c2)CC1 | 3% | 8% | 0.0% | -0.6 | 54 | -1.1% | 1% | 7% | -0.1% | i | 60
O=C(COc1ccccc1C(=O)NCc1ccccn1)Nc1ccc(Br)cc1 | -15% | 33% | 0.0% | -0.2 | 44 | -0.4% | -3% | 8% | 2.5% | i | 12

This part in full, from the first entry:
SMILES | Dengue-2 NS5 capping | Large T inhibition | K1F lysis inhibition | NTR1 ag | NTR1 ag cell count 20 µM | West Nile antiviral | PhoP inhibition | Rac1 GTP hydrolysis | RSV antiviral HEp-2 | T cell HTS | T cell HTS vesicle-bound % | others
Cn1cc(Br)c(C(=O)Nc2c(F)c(F)c(F)c(F)c2F)n1 | 5% | 3% | 8.7% | 0.5 | 51 | 0.9% | -8% | 3% | 0.6% | i | 46
Cc1cc(C)c(OCC(=O)N/N=C/c2ccco2)c(C)c1 | -2% | 17% | 0.7% | -1.0 | 71 | 0.9% | -7% | -2% | 3.0% | i | 44
CCN(C)Cc1c(C(=O)N2CCc3ccccc3C2)nc2ccc(Cl)cn12 | 4% | 2% | 0.0% | -0.3 | 85 | -0.7% | 12% | 13% | 1.5% | i | 51
Cc1nn(C)c(C)c1NC(=O)c1ccccc1NC(=O)Nc1ccccc1 | -9% | 12% | -1.0% | 0.2 | 39 | -0.1% | -7% | -1% | 0.6% | i | 23
CN(C)S(=O)(=O)N1CCC(Oc2cccc(C(=O)NC3CCCCCC3)c2)CC1 | 3% | 8% | 0.0% | -0.6 | 54 | -1.1% | 1% | 7% | -0.1% | i | 60
O=C(COc1ccccc1C(=O)NCc1ccccn1)Nc1ccc(Br)cc1 | -15% | 33% | 0.0% | -0.2 | 44 | -0.4% | -3% | 8% | 2.5% | i | 12
CS(=O)(=O)c1ccccc1-c1nnc(NC(=O)C2=COCCO2)o1 | -2% | 17% | 1.1%[50 µM] | -1.4 | 56 | . | 2% | 3% | 1.6% | i | 17
COc1ccc(CC(=O)N2CC(C)CC(C)C2)cc1 (stereo not given) | -6% | -3% | 0.8%[50 µM] | -0.6 | 53 | -0.4% | -23% | 0% | 3.1% | i | 20
Cc1cccc(C(=O)NN2C(=O)C3C(c4ccccc4)C=CC(c4ccccc4)C3C2=O)c1 (stereo not given) | 2% | 5% | 0.7% | 1.0 | 43 | 0.4% | 12% | 4% | -1.1% | i | 56
CC(OC(=O)c1ccccc1CCc1ccccc1)C(N)=O (stereo not given) | 1% | -1% | 0.0% | -0.1 | 97 | 0.3% | -2% | 5% | 2.1% | i | 27
CCOc1cc(C2C(C(=O)O)c3cc(OCC)c(OCC)cc3C(=O)N2C)ccc1O (stereo not given) | 2% | 6% | -0.2% | -5.6 | . | -0.6% | 1% | 2% | 0.8% | i | 46
O=C(CCC1CCCN(C(=O)Cn2cnnn2)C1)NCc1ccc(F)c(F)c1 (stereo not given) | -7% | 4% | -0.6% | -1.1 | 62 | 0.0% | -3% | 2% | 2.6% | i | 49
Cc1nc(N2CCOCC2)c2c3c(sc2n1)CCC3 | 2% | 9% | 0.2% | -0.1 | 64 | -0.6% | -9% | 10% | 4.3% | i | 35
Cc1nc2ccc(NC(=O)c3ccc(N4C(=O)CCC4=O)cc3)cc2s1 | -7% | -2% | 0.3% | -0.1 | 57 | 0.9% | 3% | 5% | 2.5% | i | 1
COc1ccc(S(=O)(=O)N2CCOCC2)cc1NC(=O)COc1ccccc1 | -6% | 11% | 1.4%[50 µM] | -1.2 | 56 | . | -6% | 4% | 0.4% | i | 35
CCCCN(C(=O)NC(=O)Nc1c(C)cc(C)cc1C)S(C)(=O)=O | 3% | 1% | -0.2% | 3.4 | 45 | -0.6% | 2% | 2% | 0.1% | i | 49
Cc1cc(-c2nnnn2-c2ccc(F)cc2)no1 | -9% | 6% | -0.9% | -0.4 | 46 | 0.3% | -5% | 6% | 1.2% | i | 8
Clc1ccc(CN2CCN(c3ccccc3)CC2)cn1 | -5% | 8% | 0.6% | -0.5 | 88 | -0.1% | 0% | 8% | 1.1% | i | 32
Cc1c2ccccc2c(C)c2c1ccc1ccccc12 | 1% | 17% | -1.7% | 5.5 | 56 | . | 7% | 1% | 11% | i | 26
Cc1ccc(/C=N/n2nnnc2N)cc1[N+](=O)[O-] | 1% | 14% | 0.5% | 0.2 | 66 | -0.1% | -3% | 10% | ? | i | 14
O=C(CN(Cc1ccc(F)cc1)C(=O)CCC(=O)Nc1ccccn1)NCc1ccco1 | -1% | 8% | 0.2% | -1.0 | 51 | 0.6% | 5% | 10% | -0.8% | i | 40
CC(=O)Nc1ccc(S(=O)(=O)NCC(=O)N2CCN(S(=O)(=O)c3cccs3)CC2)cc1 | 16% | . | 0.1%[50 µM] | -1.3 | 73 | . | . | 3% | -0.6% | i | 25
O=[N+]([O-])c1cccc(S(=O)(=O)Nc2ccc(S(=O)(=O)Nc3nccs3)cc2)c1 | -3% | 11% | 1.8%[50 µM] | -0.3 | 69 | 0.0% | 2% | 3% | 1.9% | i | 18
CC(=O)NC(CCS(C)(=O)=O)C(=O)Nc1ccc(Cl)c(Cl)c1 (stereo not given) | 3% | 6% | 1.4% | 1.8 | 62 | 0.0% | 7% | -1% | 2.7% | i | 55
CCCS(=O)(=O)C/C(N)=N/OC(=O)c1ccc(Cl)cc1 | . | 7% | . | 1.3 | 46 | 0.7% | 0% | . | 3.2% | i | 47
O=[N+]([O-])c1ccc(O)c(/C=N/Nc2ccc(Cl)nn2)c1 | -10% | 4% | 2.3% | 3.1 | 80 | ? | -3% | 2% | -1.0% | i | 33
CCCCN1C(=O)/C(=C/C=C2/CC(C)(C)CN2C)SC1=S | -12% | 12% | 4.7% | -3.5 | 62 | -2.1% | -19% | 15% | 3.9% | i | 43
COc1ccc(C(=O)C2CCCN(Cc3ccc(C#CCCO)cc3)C2)c(OC)c1 (stereo not given) | 6% | 14% | 1.3%[50 µM] | 0.7 | 69 | -0.7% | 0% | 10% | 5.3% | i | 38
CC(NC(=O)c1noc2c1CCCC2)c1ccccc1 (stereo not given) | -5% | 10% | -0.3% | 0.9 | 87 | -0.4% | 6% | 10% | . | i | 36
COc1ccc(NC(=O)CN(CC(=O)Nc2ccc(OC)cc2)C(C)(C)CO)cc1 | -2% | 19% | -0.1% | -0.4 | 95 | -0.3% | 11% | 14% | ? | i | 53
CNC(=O)c1c(NC(=O)c2cc(-c3cc(C)c(C)cc3O)n[nH]2)sc2c1CCCC2 | . | 23% | 0.6%[50 µM] | 24 | 54 | ? | -3% | . | 12% | i | 40
CC(=O)Nc1ccccc1OCC(=O)c1ccc2c(c1)OCO2 | -3% | -5% | 0.1% | -0.5 | 78 | -0.6% | 8% | 11% | -0.4% | i | 42
CC(O)CNc1nc2ccccc2n1CC(=O)NCC(F)(F)F (stereo not given) | 2% | 5% | 0.2% | -0.2 | 50 | . | 0% | 8% | 0.4% | i | 10
Cc1cc(C)c2c(NC(=S)Nc3ccccc3)n[nH]c2n1 | -2% | 2% | 0.3% | -1.3 | 48 | 0.2% | 8% | 3% | 6.6% | i | 35
COc1cccc(NC(=O)CC2COc3ccccc3O2)c1 (stereo not given) | 3% | 3% | 3.4% | -5.7 | 76 | 0.1% | -10% | -2% | 3.6% | i | 56
C=CCN1CCc2nc(N)sc2CC1 | 1% | 7% | 3.7% | . | . | -0.1% | 3% | 15% | . | . | .
Cn1c(C(=O)NCCc2ccsc2)cc2c(=O)n(C)c3ccccc3c21 | 1% | -6% | 4.9% | 9.4 | 56 | 0.0% | -7% | 16% | 1.9% | i | 48
S=c1[nH]nc(-c2ccc(Cl)cc2Cl)n1-c1ccc2c(c1)OCCO2 | -2% | 19% | 0.1% | 1.1 | 51 | 0.5% | -7% | 3% | . | i | 31
O=C1C2CCCCN2C(=O)N1CCCCN1CCN(c2ccc([N+](=O)[O-])cc2)CC1 (stereo not given) | -7% | 0% | 0.2% | 0.8 | 31 | -0.3% | -4% | 14% | -0.5% | i | 37
COCCN(CCOC)S(=O)(=O)c1ccc(C(=O)Nc2ccncc2)cc1 | -3% | 3% | -0.6%[50 µM] | . | . | -0.1% | -6% | 3% | 0.4% | i | 42
Cc1ccc(-c2csc3ncn(C(C)C(=O)O)c(=O)c23)cc1 (stereo not given) | -8% | 9% | -0.3% | -0.5 | 69 | -0.7% | -2% | 8% | -0.2% | i | 62 | Dengue-2 NS5 capping pilot replicate=2.4
